PfHsp40 yeast: rescue of yeast from PfHsp40 toxicity, primary screen, S. cerevisiae, ATP luminescence | AID 504582, 2011 | growth rescue, % at 12.5 µM | 340,000 compounds, 0.68% hits | S. cerevisiae expressing PfHsp40, growth rescue; in the data active = growth rescue above about 28%, passing the limit was not always enough; inconclusive = no clear call, values can overlap the other calls;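 note: yeast W303a lacking pdr1 and pdr3 grown in galactose medium; growth measured after three days at 30 °C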
Y pestis TopoI: Yersinia pestis topoisomerase I inhibitors, primary screen, biochemical, cleavage product accumulation, plate reader, single point; Y. pestis Topo-I cleavage product accumulation; DNA topoisomerase I (Yersinia pestis CO92); 360,000 compounds, 0.064% hits; activity, % at 10 µM; in the data active = activity above about 50%, passing the limit was not always enough; inconclusive = no clear call, values can overlap the other calls; note: inactives centre near 2
BH1578 lux ind: inducers of Vibrio cholerae quorum light production without autoinducers, primary screen, BH1578 luxS cqsA deficient, single point | activation, % at 18.7 µM | V. cholerae BH1578 lux reporter, luminescence, 6 h | 350,000 compounds, 0.16% hits | AID 588436, 2011; in the data active = activation mostly above about 9.7%, no sharp cut-off; inconclusive = no clear call, values can overlap the other calls; inactive = mostly below about 3.7%; note: not every result past the cut was called active; inactives centre near 0; reference of the scale not given here
CCHFV vOTU inh: CCHFV vOTU protease inhibitors, primary screen, biochemical, Pep-AMC substrate, fluorescence. Crimean-Congo hemorrhagic fever virus L polyprotein viral ovarian tumor (vOTU) protease …. inhibition, % at 11.5 µM. 370,000 compounds, 0.55% hits. AID 651958, 2012; in the data active = inhibition above about 30%; note: 0% = vehicle wells with enzyme and 100% = no enzyme wells
TcdB GH inh: TcdB glycohydrolase inhibitors, primary screen, biochemical, single point, plate reader | Toxin B (Clostridioides difficile), P18177 | TcdB glycohydrolase enzymatic assay | inhibition, % at 9.99 µM | 350,000 compounds, 0.24% hits | AID 652162, 2013; in the data active = inhibition above about 10%
BoNT A protease: BoNT/A light chain protease inhibitors, primary screen, biochemical, flow cytometry, MLPCN library. 360,000 compounds, 0.17% hits. multiplex microsphere protease substrate cleavage. Botulinum neurotoxin type A light chain protease (Clostridium botulinum A str. ATCC 3502). inhibition, % at 10 µM; note: plate controls were buffer without enzyme for full effect and enzyme alone for no effect
DUSP3 inh: VHR1 phosphatase inhibitors, primary screen, biochemical, absorbance, uHTS | AID 1654, 2009 | inhibition, % at 13.3 µM | Dual specificity protein phosphatase 3 (Homo sapiens), P51452 | recombinant VHR phosphatase, pNPP absorbance | 290,000 compounds, 0.52% hits; in the data active = inhibition above about 50%; note: some compounds called inactive have numbers as strong as hits
Target sequence (P51452 whole entry, looked up): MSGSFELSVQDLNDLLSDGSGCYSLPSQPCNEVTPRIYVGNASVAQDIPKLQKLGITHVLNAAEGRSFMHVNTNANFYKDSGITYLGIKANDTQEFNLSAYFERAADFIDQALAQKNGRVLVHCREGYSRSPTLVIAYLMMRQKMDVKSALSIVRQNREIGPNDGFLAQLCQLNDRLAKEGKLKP
3CLpro inhibitor: SARS-CoV 3CLpro protease inhibitors, primary screen, biochemical, quenched FRET; inhibition, % at 6 µM; recombinant SARS-CoV 3CLpro, quenched FRET peptide cleavage; Replicase polyprotein 1ab (Severe acute respiratory syndrome coronavirus), P0C6X7; AID 1706, 2009; 290,000 compounds, 0.14% hits; in the data active = inhibition above about 12%
PriA SSB inh: inhibitors of Klebsiella pneumoniae PriA binding to SSB C-terminal tail, primary screen, biochemical, AlphaScreen | inhibition, % at 33 µM | 430,000 compounds, 0.6% hits | PriA–SSB C-terminal tail interaction (Klebsiella pneumoniae) | AlphaScreen SSBct-PriA binding, biotinylated peptide; in the data active = inhibition mostly above about 37%, no sharp cut-off; inactive = mostly below about 20%;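 note: plate controls were negative control peptide for no effect and reference peptide for full effect; strong numbers were not always called active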
Anthrax LF inh2: Bacillus anthracis LF protease inhibitors, primary screen, biochemical, multiplex microsphere, MLPCN library; Lethal factor (Bacillus anthracis), P15917; multiplex microsphere protease cleavage assay; inhibition, % at 10 µM; 360,000 compounds, 0.12% hits; AID 588501, 2011; note: plate controls were buffer without enzyme for full effect and enzyme alone for no effect
Target sequence (P15917 whole entry, looked up): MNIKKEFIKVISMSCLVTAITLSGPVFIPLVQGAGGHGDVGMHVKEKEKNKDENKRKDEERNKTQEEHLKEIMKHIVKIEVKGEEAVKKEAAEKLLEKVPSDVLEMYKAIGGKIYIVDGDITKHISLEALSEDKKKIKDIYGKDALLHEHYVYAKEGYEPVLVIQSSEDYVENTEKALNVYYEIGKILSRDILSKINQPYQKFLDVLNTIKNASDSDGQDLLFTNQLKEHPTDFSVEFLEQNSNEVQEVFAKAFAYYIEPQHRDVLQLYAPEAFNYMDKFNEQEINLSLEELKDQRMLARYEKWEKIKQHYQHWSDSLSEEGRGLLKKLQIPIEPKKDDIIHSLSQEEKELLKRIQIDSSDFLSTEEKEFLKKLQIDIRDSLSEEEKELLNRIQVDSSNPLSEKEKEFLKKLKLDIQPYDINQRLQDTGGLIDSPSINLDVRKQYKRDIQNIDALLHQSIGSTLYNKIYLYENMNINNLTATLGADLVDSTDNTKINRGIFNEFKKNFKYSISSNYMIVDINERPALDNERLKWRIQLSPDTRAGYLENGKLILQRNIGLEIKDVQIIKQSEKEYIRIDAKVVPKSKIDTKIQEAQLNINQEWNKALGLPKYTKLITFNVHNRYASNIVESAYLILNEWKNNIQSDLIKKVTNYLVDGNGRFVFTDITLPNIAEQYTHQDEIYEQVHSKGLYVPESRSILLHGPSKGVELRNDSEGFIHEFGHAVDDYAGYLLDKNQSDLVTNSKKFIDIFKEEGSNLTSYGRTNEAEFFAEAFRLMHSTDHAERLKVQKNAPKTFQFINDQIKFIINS
* hit, by the source's call; i = inactive; ? = inconclusive; / = no result given; & = joins results of further samples. Cut-off read from the data, not from the text of the source, unless noted: active = inhibition above about 30%; inconclusive = no clear call, values can overlap the other calls; inactive = below that.

SMILES	PfHsp40 yeast	Y pestis TopoI	BH1578 lux ind	CCHFV vOTU inh	TcdB GH inh	BoNT A protease	DUSP3 inh	3CLpro inhibitor	PriA SSB inh	Anthrax LF inh2
CCN(CC)C(=O)C1=C(C)N(CCCOC)C(=O)C(CC(=O)NC(c2ccccc2)c2ccccc2)C1 (stereo unspecified)	/	19	-0.4	2	0.0	-0.3	/	/	/	-1
c1ccc(NC2=NCCS2)cc1	-0.2	-2	i	-6	-0.2	-1.7	4	0	-4	0
Cn1c(NC(=O)c2ccccc2)c(-c2cccs2)c(=O)c2ccccc21	-1.1	2	i	4	/	1.6	15	-2	-5	0
CCCOc1ccc(/C(O)=C2/C(=O)C(=O)N(c3ccccn3)C2c2ccc(OC)cc2)cc1C (stereo unspecified)	1.3	56*	i	20	0.0	2.4	-1	2	/	4
CN(C(=O)c1ccccc1Cl)C1CCCCC1	-0.6	-4	-0.3	-3	/	0.4	-12	-3	-5	-3
Nc1ccc2oc(CCc3ccccc3)nc2c1	0.9	1	i	/	/	0.5	10	4	9	-6
CCn1cc([N+](=O)[O-])c(C(=O)N2N=C3/C(=C/c4cccs4)CCCC3C2c2cccs2)n1 (stereo unspecified)	-0.1	8	-14	9	/	-5.3	0	-1	6	0
CC(NC(=O)C1CCC(CNc2c(N3CCOCC3)c(=O)c2=O)CC1)c1ccccc1 (stereo unspecified)	0.2	-10	-0.2	-4	0.8	0.0	23	3	-3	0
Cc1ccc2c(c1)N(C(=O)CCC(=O)NCc1ccccn1)CC(C)O2 (stereo unspecified)	0.4	5	-1.3	2	0.3	0.3	-18	-4	-19	-2
COc1ccc2[nH]c3c(c2c1)CCN1C(=O)C(CC(=O)NCCN2CCOCC2)C[C@H](C(=O)N2CCCCC2)[C@@]31C (stereo partly specified)	-1.1	0	i	4	0.9	-0.4	/	/	2	2
COc1ccc(C(=O)COC(=O)[C@H](C)NS(=O)(=O)c2ccc(NC(C)=O)cc2)cc1OC	-0.6	-8	-0.6	-6	-1.3	0.0	/	/	-7	0
O=C(O)c1cccc(N2C(=O)/C(=C/c3ccc([N+](=O)[O-])cc3)C=C2c2ccccc2)c1	0.2	2	-0.3	-4	0.3	0.7	1	-3	0	-1
O=C(Nc1ccc(NC(=S)NC(=O)c2ccco2)cc1)c1ccc(Br)cc1	/	6	i	14	3.5	-0.4	/	/	/	1
Fc1ccccc1N1CCN(C(c2ccccn2)c2nnnn2C2CCCCC2)CC1 (stereo unspecified)	1.6	17	1.9	-9	/	1.1	14	0	1	2
COC(=O)C(C)N(C(=O)c1cccc(Cl)c1)c1c(C)cccc1C (stereo unspecified)	-0.3	23	-12	-6	/	-0.2	29	-2	-10	-4
CC(C)(C)c1ccc(-c2n[nH]c(=S)n2C2CCCC2)cc1	21	4	-1.4	3	/	?	12	0	-1	-4
CCOC(=O)C1CCN(Cc2cc(=O)oc3cc(C)c(Cl)cc23)CC1	-1.5	5	i	-2	0.1	-1.2	15	-2	6	17
C#CC1(NC(=O)N(C)C)CCCCC1	-0.2	1	-0.6	-6	0.2	0.1	13	-7	1	1
C/C(=C\C(=O)c1ccc(Br)cc1)NCc1ccccc1	2.1	32	7.3	14	/	-1.4	29	1	/	-4
Cc1cc(SC(C)C(=O)Nc2c(C)n(C)n(-c3ccccc3)c2=O)nc2ccccc12 (stereo unspecified)	-0.1	19	0.9	8	/	-0.1	8	1	-4	-4
CC(C)CC(=O)Nc1cc(NC(=O)CC(C)C)cc(C(=O)NC(C)(C)C)c1	0.3	-2	2.8	4	/	-0.7	24	3	-22	-3
CCC(C)(C)n1nnnc1C(c1ccc(C)cc1)N1CCC(C)CC1 (stereo unspecified)	-0.2	19	-0.3	19	/	0.8	19	-8	-19	2
Cn1cccc1Cc1nnc(SCC(=O)NC2CCCCC2)n1CCc1ccccc1	1.6	12	0.4	-4	1.4	-0.5	43	2	-6	-8
CCc1cc2c(CN3CCN(Cc4ccccc4)CC3)cc(=O)oc2cc1O	1.3	11	-1.5	-202	0.3	-2.0	6	-2	17	-18
CC(C)NC(=O)c1cccc2c(-c3ccc(F)c(F)c3)coc12	/	35	-0.5	5	-0.7	-0.1	/	/	/	-2
CCCc1ccc(S(=O)(=O)Nc2ccc(C)c(NS(C)(=O)=O)c2)cc1	-0.4	5	i	9	0.8	-3.5	-8	-2	1	7
O=C(Cn1nc(Cc2ccncc2)c2ccccc2c1=O)N1CCN(C(=O)c2ccco2)CC1	0.5	3	-0.2	0	-8.2	-0.2	2	-6	-3	1
CCN(CC(=O)Nc1cc(Cl)ccc1C)C(=O)Cc1sc(C)nc1-c1ccc(F)cc1	1.4	12	-5.6	1	0.8	/	/	/	0	/
COc1ccc(NC(=O)N(C)C[C@@H]2Oc3cc(C#CCN(C)C)ccc3S(=O)(=O)N([C@H](C)CO)C[C@H]2C)cc1	/	-2	i	-1	3.5&-0.3	0.0	/	/	/	-10
O=C1c2c(O)cc(O)cc2O[C@H](c2ccc(O)cc2)[C@H]1O	-1.3	2	-0.4	11	-1.0	0.1	/	/	4	1
CCC1(C2=NCCN2)Cc2ccccc2O1 (stereo unspecified)	-2.1	2	0.6	0	0.9	-0.9	/	/	7	-7
CCOC(=O)CSC1=N/C(=C\c2cc(OC)c(OC)c(OC)c2)C(=O)N1C	0.4	-5	-0.6	13	/	0.4	-8	2	-6	-1
C[C@@H]1CN([C@H](C)CO)C(=O)CCCn2nncc2CO[C@H]1CN(C)S(=O)(=O)c1cccs1	/	-3	-1.1	-7	0.7&-1.3	0.2	/	/	/	-9
CC(C)(C)CNc1cc(N2CCOCC2)ccc1[N+](=O)[O-]	-0.6	-5	i	16	2.3	-0.8	29	2	23	2
COc1ccc2c(/C=N/Nc3ccc(C(=O)O)cc3)c[nH]c2c1	0.7	-15	i	-6	3.4	-3.4	24	-1	/	-7
CC(=O)c1ccc(NC(=O)C(C)N(C)CC(=O)Nc2ccc(N3CCOCC3)cc2)cc1 (stereo unspecified)	0.9	3	-0.4	12	8.7	-1.2	-19	3	3	-1
COc1ccc(C(=O)NCC(c2ccco2)N2CCc3ccccc32)cc1 (stereo unspecified)	0.1	4	7.1	-9	3.9	-2.9	/	/	-3	-2
Cc1onc(-c2ccccc2)c1C(=O)N1CCN(c2ccccn2)CC1	-0.3	-4	-0.7	-7	2.2	-2.5	5	-5	4	-1
CCOC(=O)Cc1csc(NC(=O)CSc2cc(Cl)ccc2Cl)n1	-0.1	3	i	-5	1.0	-1.4	-2	1	-12	-5
O=C(CCNS(=O)(=O)c1cccc2nsnc12)N1CCN(c2ccccn2)CC1	-0.4	2	-0.5	/	/	0.2	4	6	/	2

Arranged by molecular weight (high to low): some entries from above
SMILES	PfHsp40 yeast	Y pestis TopoI	BH1578 lux ind	CCHFV vOTU inh	TcdB GH inh	BoNT A protease	DUSP3 inh	3CLpro inhibitor	PriA SSB inh	Anthrax LF inh2
COc1ccc2[nH]c3c(c2c1)CCN1C(=O)C(CC(=O)NCCN2CCOCC2)C[C@H](C(=O)N2CCCCC2)[C@@]31C (stereo partly specified)	-1.1	0	i	4	0.9	-0.4	/	/	2	2
COc1ccc(NC(=O)N(C)C[C@@H]2Oc3cc(C#CCN(C)C)ccc3S(=O)(=O)N([C@H](C)CO)C[C@H]2C)cc1	/	-2	i	-1	3.5&-0.3	0.0	/	/	/	-10
CC(=O)c1ccc(NC(=O)C(C)N(C)CC(=O)Nc2ccc(N3CCOCC3)cc2)cc1 (stereo unspecified)	0.9	3	-0.4	12	8.7	-1.2	-19	3	3	-1
Cn1cccc1Cc1nnc(SCC(=O)NC2CCCCC2)n1CCc1ccccc1	1.6	12	0.4	-4	1.4	-0.5	43	2	-6	-8
O=C(CCNS(=O)(=O)c1cccc2nsnc12)N1CCN(c2ccccn2)CC1	-0.4	2	-0.5	/	/	0.2	4	6	/	2
CCOC(=O)CSC1=N/C(=C\c2cc(OC)c(OC)c(OC)c2)C(=O)N1C	0.4	-5	-0.6	13	/	0.4	-8	2	-6	-1
CCCc1ccc(S(=O)(=O)Nc2ccc(C)c(NS(C)(=O)=O)c2)cc1	-0.4	5	i	9	0.8	-3.5	-8	-2	1	7
Cn1c(NC(=O)c2ccccc2)c(-c2cccs2)c(=O)c2ccccc21	-1.1	2	i	4	/	1.6	15	-2	-5	0
CCC(C)(C)n1nnnc1C(c1ccc(C)cc1)N1CCC(C)CC1 (stereo unspecified)	-0.2	19	-0.3	19	/	0.8	19	-8	-19	2
CC(C)NC(=O)c1cccc2c(-c3ccc(F)c(F)c3)coc12	/	35	-0.5	5	-0.7	-0.1	/	/	/	-2
CN(C(=O)c1ccccc1Cl)C1CCCCC1	-0.6	-4	-0.3	-3	/	0.4	-12	-3	-5	-3

Remaining list, next part
SMILES	PfHsp40 yeast	Y pestis TopoI	BH1578 lux ind	CCHFV vOTU inh	TcdB GH inh	BoNT A protease	DUSP3 inh	3CLpro inhibitor	PriA SSB inh	Anthrax LF inh2
O=C(NC(Nc1ccccn1)C(Cl)(Cl)Cl)c1ccccc1 (stereo unspecified)	-1.4	-2	i	-1	-0.1	-1.5	1	-4	-19	-1
Cc1ccc(C)c(-n2c(CNc3ccc(F)cc3)nnc2SCC(N)=O)c1	-0.3	9	-0.3	3	0.7	-0.1	33	2	-5	0
COc1ccc(C2C(C(C)=O)=C(C)N=c3s/c(=C\c4ccco4)c(=O)n32)c(OC)c1 (stereo unspecified)	1.5	9	/	9	/	4.0	29	2	/	23
COCCOC1CCN(C(=O)c2cc(COc3ccc(F)cc3F)on2)CC1	-0.2	-3	-3.6	2	1.0	0.1	47	-6	3	-1
Cc1cc(C(=O)COC(=O)CC2Sc3ccccc3NC2=O)c(C)n1-c1ccccc1 (stereo unspecified)	1.1	26	-2.7	11	-0.9	-1.8	-5	0	11	-3
COc1ccc(/C=N/NC(=O)c2cc(-c3ccc4c(c3)OCO4)n[nH]2)cc1OC	1.2	4	-0.4	6	1.5	0.9	-6	-1	/	2
CC(C)(CO)NS(=O)(=O)c1ccc2c(c1)oc(=O)c1cc(S(=O)(=O)NC(C)(C)CO)ccc12	0.0	-5	i	7	/	0.5	-14	3	6	2
CC1(C)Cc2c(c(-c3ccco3)nc3sc4c(NCCO)ncnc4c23)CO1	-0.1	1	-0.3	-17	1.9	-0.3	15	-1	9	-1
CC(C)(O)C#Cc1ccc(C(=O)N2CCC(C(N)=O)(N3CCCCC3)CC2)cc1	1.1	-2	/	4	/	-2.6	21	0	-23	-4
CC1CCN(C(=O)c2ccc(-n3cnnn3)cc2)CC1	-1.3	-6	i	4	/	-0.3	4	2	1	-1
CC(=O)Nc1ccc(SCC(=O)NC(=O)c2ccc(S(=O)(=O)N(C)C)cc2)cc1	0.3	4	0.3	8	2.1	-1.2	/	/	1	-10
CN(C)/C=C1/NC(=S)NC1=O	-0.6	-3	i	7	0.6	0.9	15	7	7	-7

Taken from above:
In CCHFV vOTU inh, Cc1cc(C(=O)COC(=O)CC2Sc3ccccc3NC2=O)c(C)n1-c1ccccc1 (stereo unspecified) is entered as 11
In PfHsp40 yeast, COc1ccc(C2C(C(C)=O)=C(C)N=c3s/c(=C\c4ccco4)c(=O)n32)c(OC)c1 (stereo unspecified) is entered as 1.5

Compound activity as filed in PubChem BioAssay.

An excerpt. The share of hits here may be higher or lower than overall.
